Screening results: PubChem, National Center for Advancing Translational Sciences (NCATS)
D3 ag: D3 dopamine receptor (human) agonism. 410,000 compounds, 0.58% hits. D3R DiscoveRx beta-arrestin cells, luminescence, 90 min. AID 652048. P35462. max activation, %; in the data active = max activation above about 30%; also: 0% is about no effect; mostly tested at two doses, the higher about 12 µM
Target sequence (P35462 whole entry, looked up): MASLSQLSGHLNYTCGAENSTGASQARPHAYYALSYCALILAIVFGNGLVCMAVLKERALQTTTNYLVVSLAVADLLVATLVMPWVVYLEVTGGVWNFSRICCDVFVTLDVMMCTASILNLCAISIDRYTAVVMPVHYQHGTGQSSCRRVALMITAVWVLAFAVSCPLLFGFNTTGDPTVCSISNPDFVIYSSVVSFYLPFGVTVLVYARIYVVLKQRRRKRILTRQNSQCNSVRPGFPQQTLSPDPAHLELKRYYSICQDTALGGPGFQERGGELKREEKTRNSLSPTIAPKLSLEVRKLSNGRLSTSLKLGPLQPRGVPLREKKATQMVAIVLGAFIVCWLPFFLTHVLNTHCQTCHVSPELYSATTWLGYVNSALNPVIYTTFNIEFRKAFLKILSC
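Cells at 1500/well, incubated overnight, then treated with pinned compounds (dopamine as control) for 90 min at 37 degrees C. DiscoveRx reagent added for 30 - 60 minutes at room temperature; luminescence read.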
HEK293 tox: cytotoxicity in counter-screen for GLP-1R inverse agonists | 410,000 compounds, 0.13% hits | HEK293 cAMP-luciferase reporter cells, luminescence, 24 h | Potency, µM (doses to about 38.3 µM), without a hit: at the highest dose activity change, negative = inhibition, usual class: inhibitors; active = well fitted inhibition curve with a large enough effect; inconclusive = small, poorly fitted or top-dose-only effect, or another doubt; inactive = no such curve, though single readings can be large or run the other way;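 also: loss of luciferase light is scored as toxicity; potency is read from the fitted curve at half-maximal effect; % is scaled to controls: 0 for no effect and ±100 for the full control effect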
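1536-well qHTS counterscreen of the MLSMR; 200 cells/uL, 12 h pre-incubation, 23 nL cpd, 24 h at 37 deg C 5% CO2, luciferase detection reagent, 12 min RT, luminescence. Inhibition = undesired.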
* = called active by the depositor; ? = inconclusive.

SMILES	D3 ag	HEK293 tox
COc1ccc(OC)c(C2C(C(=O)Nc3ccccc3OC)=C(C)Nc3c(C(=O)Nc4ccc(F)cc4)cnn32)c1 (configuration not stated)	-9	-3%
CC1CCN(S(=O)(=O)c2ccc3c(c2)N(CC(=O)N(C)Cc2ccccc2)C(=O)CO3)CC1	-14	-7%
Cc1ccc(CNC(=O)c2cc3c(=O)n(Cc4ccco4)ccc3nc2C)cc1	29	-10%
O=C(CSc1nccn1-c1cccc(Cl)c1)Nc1ccc2c(c1)OCO2	-4	-4%
Oc1c(C(c2ccccc2)N2CCN(c3ccccc3)CC2)sc2nc(-c3ccco3)nn12 (configuration not stated)	-9	10%
COc1ccc(-c2onc(C)c2C)cc1S(=O)(=O)N(C)Cc1ccco1	-9	-8%
Cc1cccc(-n2ncc(C(=O)NCc3ccccn3)c2C2CCN(C(=O)OC(C)(C)C)CC2)c1	3	7%
CC(C)(C)c1ccc(-c2nc(SCCCOc3ccccc3)n3[nH]c(=O)cc3n2)cc1	14	-3%
O=C(Nc1ccc(F)c(F)c1)c1cc(S(=O)(=O)N2CCc3ccccc32)ccc1F	-14	29%
CCCOc1ccc(NC(=O)CC2C(=O)N(c3ccc(C)cc3)C(=O)N2C(C)C)cc1 (configuration not stated)	-3	3%
Cc1cccc(-c2noc(CN(C3CCCCC3)S(=O)(=O)c3ccc(F)cc3)n2)c1	-6	3%
O=C(CN1N=C(c2ccc(Cl)cc2)CCC1=O)NCCc1ccc(Cl)cc1	-31	-14%
Cc1ccc(-c2nsc(NC(=O)c3oc4cc(C)c(Cl)cc4c3C)n2)cc1	9	12%
Cc1cc(-c2ccccc2)nc2cc(C(=O)Nc3cc(C(F)(F)F)ccc3Cl)nn12	0	-6%
COc1ccc(CCNC(=O)Cn2c(=O)nc(-c3ccccc3)c3cc(Cl)ccc32)cc1OC	-12	-27%
CCOc1ccc(/C=C/c2nc(C#N)c(N3CCN(c4ccccc4)CC3)o2)cc1	16	3%
CCOC(=O)c1ccc2ncc(C(=O)OCC)c(NCCc3ccc(OC)c(OC)c3)c2c1	4	1%
Cc1ccccc1CNC(=O)C(=O)NCC(c1ccco1)S(=O)(=O)c1ccccc1 (configuration not stated)	-13	12%
COc1ccc(OC)c(C2c3c(oc4ccc(C)cc4c3=O)C(=O)N2CCCN(C)C)c1 (configuration not stated)	-4	-2%
Cc1ccc(-n2c(=O)c3oc4ccccc4c3n(Cc3cccc(F)c3)c2=O)cc1C	-22	-7%
CCc1ccc(CNC(=O)c2cnc3sc(N4CCCCCC4)nn3c2=O)cc1	6	3%
CCCN1C(C(=O)c2ccccc2)=C(OC(=O)COc2ccccc2)c2ccccc2S1(=O)=O	-25	0%
CCc1ccccc1NC(=O)CCCN1C(=O)COc2ccc(C)cc21	-3	5%
O=C(CCC1CCCC1)N1CCc2c([nH]c3ccccc23)C1c1ccc(F)cc1 (configuration not stated)	8	-1%
Cc1ccc(Cl)cc1NC(=O)CN1C(=O)COc2ccc(S(=O)(=O)N3CCCCCC3)cc21	-6	-7%
COc1ccc(CNC(=O)Cn2c(=O)c3cccn3c3ccccc32)cc1	7	11%
Cc1ccc(OCC(=O)Nc2ccc(C(=O)OCc3cc(=O)n4c(C)csc4n3)cc2)cc1	-16	-3%
CC(=O)c1ccc(NC(=O)CSc2nnc(NC(=O)NC3CCCCC3)s2)cc1	7	-2%
O=C(/C=C/c1ccccc1Cl)Nc1nc(-c2cccs2)ns1	12	-11%
Cc1ccccc1C1=CCN(c2ncc(NC(=O)c3ccc(Cl)cc3)cc2C(=O)O)CC1	0	1%
Cc1c(C(=O)Nc2cccc(C(F)(F)F)c2)oc2ccc(S(=O)(=O)N3CCC4(CC3)OCCO4)cc12	12	0%
CCOc1ccccc1NC(=O)c1cn(C2CCCC2)c(=O)c2c1c1ccccc1n2C	6	-5%
Cc1ccccc1NC(=O)C1CCN(S(=O)(=O)c2c(C)noc2/C=C/c2ccco2)CC1	-15	4%
Cc1ccc(NC(=O)c2cc3nc(-c4ccccc4)cc(-c4ccccc4)n3n2)cc1	-20	2%
CC(C)CCn1c(SCc2cccc(F)c2)nc2ccsc2c1=O	11	15%
Cc1cccc(C(=O)Nc2ccc3nc(SCC(=O)N4CCCC4)sc3c2)c1	5	-11%

Seven records drawn at random from the list so far, as already listed:
SMILES	D3 ag	HEK293 tox
Cc1ccc(OCC(=O)Nc2ccc(C(=O)OCc3cc(=O)n4c(C)csc4n3)cc2)cc1	-16	-3%
Cc1ccccc1C1=CCN(c2ncc(NC(=O)c3ccc(Cl)cc3)cc2C(=O)O)CC1	0	1%
Cc1cccc(C(=O)Nc2ccc3nc(SCC(=O)N4CCCC4)sc3c2)c1	5	-11%
CC(=O)c1ccc(NC(=O)CSc2nnc(NC(=O)NC3CCCCC3)s2)cc1	7	-2%
Cc1ccccc1NC(=O)C1CCN(S(=O)(=O)c2c(C)noc2/C=C/c2ccco2)CC1	-15	4%
Cc1ccc(Cl)cc1NC(=O)CN1C(=O)COc2ccc(S(=O)(=O)N3CCCCCC3)cc21	-6	-7%
Cc1ccc(NC(=O)c2cc3nc(-c4ccccc4)cc(-c4ccccc4)n3n2)cc1	-20	2%

(further entries)
SMILES	D3 ag	HEK293 tox
COc1cccc(CNC(=O)Cn2c(=O)nc(-c3ccccc3F)c3cc(Cl)ccc32)c1	1	-9%
CCOc1ccc(CN2C(=O)c3ccccc3Sc3ccc(C(=O)NCc4ccc5c(c4)OCO5)cc32)cc1	-3	-9%
CCC(Sc1nc2c(sc3ccccc32)c(=O)n1CCCC(=O)NC1CCCC1)C(=O)Nc1cccc(OC)c1 (configuration not stated)	-12	2%
O=c1c2sc3ccccc3c2n(Cc2cccc(Cl)c2)c(=O)n1Cc1ccc(F)cc1	15	2%
CCOC(=O)c1c(C)[nH]c(CCC(=O)NC(C)c2ccccc2)c1C (configuration not stated)	-20	5%
CC1CCCCN1C(=O)c1ccc2c(c1)N(Cc1cccc(Cl)c1)C(=O)c1ccccc1S2=O (configuration not stated)	7	3%
CCC1CN(C(=O)Nc2cccc3c2CCCC3)c2cc(Cl)ccc2O1 (configuration not stated)	1	-16%
O=C(Cc1cccc([N+](=O)[O-])c1)NCc1nc2cccnc2n1Cc1ccc(F)cc1	-20	-4%
O=C(NCCCO)C(=O)NCC(c1ccc2c(c1)OCO2)N1CCOCC1 (configuration not stated)	-17	3%
CCOC(=O)c1c(NC(=O)c2nc(S(C)(=O)=O)ncc2Cl)sc(C(C)=O)c1C	7	-21%
Cc1ccc(C)c(NC(=O)C(Cc2ccccc2)N2Cc3ccccc3C2=O)c1 (configuration not stated)	-18	-1%
Cc1ccc(C)c(N2CCN(C(=O)c3cc(S(=O)(=O)N4CCCC4)c[nH]3)CC2)c1	-18	1%

An excerpt from above in order of count of non-hydrogen atoms, descending:
SMILES	D3 ag	HEK293 tox
CC1CCCCN1C(=O)c1ccc2c(c1)N(Cc1cccc(Cl)c1)C(=O)c1ccccc1S2=O (configuration not stated)	7	3%
Cc1ccc(-n2c(=O)c3oc4ccccc4c3n(Cc3cccc(F)c3)c2=O)cc1C	-22	-7%
O=C(CCC1CCCC1)N1CCc2c([nH]c3ccccc23)C1c1ccc(F)cc1 (configuration not stated)	8	-1%
COc1ccc(CNC(=O)Cn2c(=O)c3cccn3c3ccccc32)cc1	7	11%
O=C(/C=C/c1ccccc1Cl)Nc1nc(-c2cccs2)ns1	12	-11%

Following part.
SMILES	D3 ag	HEK293 tox
CCCCN(C)CCNC(=O)c1c(C)oc2ncnc(N3CCOCC3)c12	7	4%
Cc1cccc(OCCCSc2nc(-c3ccc(C(C)(C)C)cc3)nc3cc(=O)[nH]n23)c1C	-7	1%
CCOc1ccccc1NC(=O)CSc1nccn1-c1ccc(Cl)cc1	1	5%
CCS(=O)(=O)c1nc(S(=O)(=O)c2ccc(C)cc2)c(NCC(C)C)s1	-2	10%
Cc1ccc(CNC(=O)CN2C(=O)CSc3ccc(S(=O)(=O)N4CCCC4)cc32)cc1	-16	-2%
CC(=O)N1CCCc2ccc(NS(=O)(=O)c3cccc(Cl)c3)cc21	6	-1%
COc1ccc(-c2nc(CSc3nc4ncccc4[nH]3)c(C)o2)cc1OC	2	0%
O=C(CCCn1c(=O)c2cccn2c2ccccc21)NCc1ccccc1Br	-20	0%
CCc1ccc(CN(Cc2ccco2)C(=O)COc2ccc(Cl)c(C)c2)cc1	-6	18%
COc1cccc(N2CCN(C(=O)Cn3nc(C)n4c(cc5c(OC)cccc54)c3=O)CC2)c1	25	17%
CC(C)S(=O)(=O)c1oc(-c2ccc(F)cc2)nc1S(=O)(=O)c1ccccc1	-20	?
Cc1cccc(CNC(=O)C2CCCN(S(=O)(=O)c3cn(C)cn3)C2)c1 (configuration not stated)	9	8%
COC(=O)c1cc2sccc2n1Cc1ccc(F)cc1	6	11%
CCc1nn2c(=O)cc(COC(=O)c3ccc(NC(=O)c4cccs4)cc3)nc2s1	1	3%
CCCOc1ccc(Oc2nc(NCC(C)C)nc(N(C)C)n2)nn1	-3	-3%
CCOc1ccc(/C=C/c2nc(C#N)c(NCc3ccccc3)o2)cc1	-17	-31%
CCC(C)S(=O)(=O)c1oc(-c2cccs2)nc1S(=O)(=O)c1ccccc1 (configuration not stated)	-15	?
COc1cc(Cl)c(C)cc1NC(=O)c1nn(C)c2c1CSc1ccccc1-2	5	-19%
Cc1ccc(CN2C(=O)c3ccccc3Sc3ccc(C(=O)NCc4ccco4)cc32)cc1	-2	4%
Cc1ccc(C(=O)NCc2ccc3c(c2)CCN3C(=O)c2ccc(C)cc2)cc1	3	-7%
CCN1C(C(=O)c2ccccc2)=C(OC(=O)COc2ccccc2)c2ccccc2S1(=O)=O	-12	-8%
Cc1ccc(Cl)cc1N1CCN(C(=O)C2CCN(S(=O)(=O)c3cn(C)cn3)CC2)CC1	4	-5%
Cc1ccc2c(c1)-c1c(c(C(=O)N3CCN(c4cc(C)ccc4C)CC3)nn1C)CS2	2	-14%
CCC1CN(S(=O)(=O)c2cc(-c3onc(C)c3C)ccc2C)c2cc(Cl)ccc2O1 (configuration not stated)	4	3%
COc1ccc(C)cc1NC(=O)c1nnn(CC(=O)Nc2c(C)cccc2C)c1N	-5	-1%
COCCNC(=O)c1ccc(-n2c(-c3ccccc3)cc3c2CCC(C)C3)cc1 (configuration not stated)	-18	-38%
Cc1c(C(=O)N2CCCC2)oc2c1-c1nn(CC(=O)NCc3cccc(Br)c3)cc1CC2	8	-4%
N#Cc1ccccc1NC(=O)C(=O)NCCc1csc2nc(-c3cccc(F)c3)nn12	4	5%
Cc1oc(-c2ccccc2F)nc1Cn1c(SCc2cccc(Cl)c2)nc2ccncc21	-11	-11%
O=C(NCc1ccc(F)cc1)c1cc(Sc2ccc(F)cc2F)nc2ccccc12	-3	-4%
COc1cccc2c1cc1c(=O)n(CC(=O)N3CCN(c4cccc(Cl)c4)CC3)nc(C)n12	9	1%
COc1ccc(CCNC(=O)c2cnc3sc(N4CCCCCC4)nn3c2=O)cc1OC	11	-13%
CCOc1ccc(-n2cc(-c3ccccc3)c3c(NC4CCCCC4)ncnc32)cc1	6	6%
COc1ccc(NC(=O)c2cc(C3CC3)nc3c2c(C)nn3-c2ccccc2)cc1OC	8	-3%
Cc1cc(F)ccc1NC(=O)CCS(=O)(=O)c1ccc2c(c1)CC(C)N2C(=O)C1CC1 (configuration not stated)	5	3%
CCC(C)NC(=O)CCCc1nnc2n(CC(C)C)c(=O)c3sccc3n12 (configuration not stated)	-8	10%
CCCS(=O)(=O)c1nc(S(=O)(=O)c2ccc(C)cc2)c(N(CC)CC)s1	-3	-8%
COc1ccccc1OCC(=O)N(Cc1ccc(N(C)C)cc1)CC1CCCO1 (configuration not stated)	0	-10%
Cc1cccc(NC(=O)N2CCC(CN3CCCCCC3)CC2)c1C	-1	-4%
CC1CCCN(c2cc3c(cc2F)c(=O)c(S(=O)(=O)c2cccc(Cl)c2)cn3C)C1 (configuration not stated)	-7	-9%
NC(=O)c1c(NC(=O)c2noc3c2CCCC3)sc2c1CCCC2	-4	2%
COCCN1C(=O)c2oc3ccc(C)cc3c(=O)c2C1c1ccc(C(=O)OC)cc1 (configuration not stated)	6	-8%
COc1ccc(CCNC(=O)c2ccc3c(c2)N(Cc2ccccc2Cl)C(=O)c2ccccc2S3)cc1OC	-2	3%
Cc1cccc(C(=O)NCc2cn3cccc(C)c3n2)c1	-21	-2%
COc1ccc(-c2cc(C(F)(F)F)nc(S(=O)(=O)CCCC(=O)Nc3ccccc3C(F)(F)F)n2)cc1OC	-21	24%
O=C(CSc1nc2nccnc2c(=O)n1CCc1c[nH]c2ccccc12)Nc1ccccc1	-16	-26%
COc1cc(OC)c(N(C)C(=O)c2sc3nc4n(c(=O)c3c2C)CCCC4)cc1Cl	-2	-6%
CC(C)(C)C(=O)Nc1ccc2nc(SCC(=O)N3CCCC3)sc2c1	1	-8%
O=C(Cn1cc(SCc2cccc(Cl)c2)c2ccccc21)N1CCCCC1	2	2%
COc1ccc(OC)c(CNC(=O)CN2N=C(c3ccc(Cl)cc3)CCC2=O)c1	-6	-4%
O=C(CCCn1c(=O)c2sccc2n(Cc2ccc(F)cc2Cl)c1=O)NCc1ccc2c(c1)OCO2	5	-8%
COc1ccc(N2CC(NC(=O)/C=C\c3ccc4c(c3)OCO4)CC2=O)cc1 (configuration not stated)	-30	-12%
O=C(Cn1c(=O)nc(-c2ccccc2)c2ccccc21)NCc1ccc(Cl)cc1	10	3%

Only part of the results is shown, so the mix of outcomes need not match the whole.
